Myeloid diff 2: induction of myeloid progenitor differentiation, primary screen, cell-based, flow cytometry, MLPCN library; calls only at 10 µM; ER-HoxA9 myeloid progenitors, lysozyme-GFP differentiation; hit rate 1% among 360,000;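 active means normalized GFP-positive differentiation at or above the plate's own cutoff, the solvent-only control mean plus 3 SD; inconclusive means no clear call, values can overlap the other calls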;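 further: cells exposed to compound for four days before flow analysis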
K1F lysis inhibition: inhibition of K1F phage lysis, E. coli UTI89, bacterial capsule biogenesis inhibitors, alamar blue (AID 488966); hit rate 0.02% among 340,000; inhibition, % at 100 µM; hits with a dose series show IC50 in µM; E. coli UTI89 K1F phage lysis, alamar blue, 2 h; higher % means a stronger effect;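 active means phage lysis inhibition, versus mean bacterial control, above a set limit; inconclusive means no clear call, values can overlap the other calls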;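 further: capsule biogenesis inhibitors block K1F phage lysis so surviving cells raise fluorescence; higher fluorescence means more inhibition of phage lysis; actives were called in the ten point dose series up to 300 µM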
Myeloid diff 2 GFP+ MAC1+ %: recorded beside Myeloid diff 2, whose call it bears; GFP+ MAC1+ double positive, %; measured here: differentiation confirmed by MAC1 staining
* marks the source's active call; other numbers are inactive results; i = inactive; ? = inconclusive; · = not tested or not shown; + = active, no number; [ ] = remark or other dose. The list is partial, so the mix of outcomes need not match the whole.

SMILES | Myeloid diff 2 | Myeloid diff 2 GFP+ MAC1+ % | K1F lysis inhibition
CSCC[C@H](NC(=O)[C@H](Cc1ccccc1)n1c(=O)[nH]c2ccccc2c1=O)C(=O)N1CCC[C@H]1C(=O)O | i | 3.7 | 4.6%
COc1ccccc1CNS(=O)(=O)c1cc(C(=O)N(C)Cc2cccnc2)c(Cl)cc1Cl | i | 1.6 | 1.0%[50 µM]
O=C(CN1C(=O)NC2(CCCC2)C1=O)NNC(=O)c1ccccc1 | i | 0.2 | 0.6%[50 µM]
O=C(CCNC(=O)c1ccc(Br)cc1)NC1CCCCCC1 | i | 1.0 | 0.3%[50 µM]
NCCC1CN(C(=O)OCc2ccccc2)c2ccccc21 (stereo unspecified) | ? | · | 9.7%
CCOC(=O)N1CCN(Cc2nc3ccc([N+](=O)[O-])cc3c(=O)n2-c2ccc(OC)cc2OC)CC1 | i | 0.1 | -0.2%
COc1ccc(C(CNC(=O)C(CCSC)NC(=O)c2ccccc2Cl)N2CCCCC2)cc1 (stereo unspecified) | i | 0.2 | 0.5%[50 µM]
N#Cc1ccc(C(=O)OCC(=O)Nc2cccc(S(=O)(=O)NC3=NCCC3)c2)cc1 | i | 1.1 | 0.2%[50 µM]
C=C(C)c1ccccc1 | i | 2.1 | 3.1%
COc1ccc(S(=O)(=O)N2CCN(c3nn(C)c(=O)n(C)c3=O)CC2)cc1 | i | 0.5 | 1.1%[50 µM]
COc1cccc(-c2ncc3ccccc3c2COC(=O)c2ccccc2C(=O)O)c1 | i | 1.9 | 2.3%
COc1ccc(C[C@](C)(N)C(=O)O)cc1OC | i | 1.5 | 5.7%
Cc1ccc(C(=O)CCC(=O)Nc2cccc(C(F)(F)F)c2)cc1C | i | 0.5 | 0.1%
O=S(=O)(c1cccc(C(F)(F)F)c1)N1CCN(CC(O)COCc2ccccc2)CC1 (stereo unspecified) | i | 0.6 | -0.2%[50 µM]
COc1cc(NC(=O)COC(=O)CCc2nc3ccccc3c(=O)[nH]2)cc(OC)c1 | i | 1.0 | -4.0%
OCCN(Cc1ccccc1)Cc1ncccc1O | i | 0.6 | 0.2%
Cc1ccccc1CC(=O)Nc1cccc(S(=O)(=O)N2CCCC2)c1 | i | 0.7 | 0.9%[50 µM]
O=c1nc(Nc2ccc([N+](=O)[O-])cc2)[nH]c(=O)[nH]1 | i | 0.7 | 0.3%
O=C1C=C(c2ccc3[nH]ccc3c2)C[C@@H](c2ccc(Cl)cc2)C1 | i | 2.3 | 1.6%
CC(=O)N[C@@H](CC(=O)N[C@H](CCC(=O)O)C(=O)O)C(=O)O | i | 1.3 | 3.6%
CCC1(c2ccccc2)SC(=O)NC1=O (stereo unspecified) | i | 1.7 | -4.0%
CCO[C@H]1c2c(ccc3ccc(=O)oc23)OC(C)(C)[C@H]1O | i | 1.7 | 0.5%
COc1ccc(/C=C/C(=O)c2ccc([N+](=O)[O-])o2)cc1 | ? | · | -1.2%
CC(C)Oc1ccc(C(=O)Nc2cc(S(=O)(=O)N3CCOCC3)ccc2N2CCOCC2)cc1 | i | 0.6 | 0.6%[50 µM]
CCN1CCN(S(=O)(=O)c2ccc(OC)c3ccccc23)CC1 | i | 0.1 | 0.3%
COc1cccc(-c2nn(-c3ccc(C)cc3)cc2C(=O)N2CCc3cc(OC)c(OC)cc3C2)c1 | i | 0.5 | -0.2%[50 µM]
CCCN(C(=O)COC(=O)c1cc(CC)c(C)s1)c1c(N)n(Cc2ccccc2)c(=O)[nH]c1=O | i | 0.6 | 0.7%[50 µM]
O=C(c1cccc(O)c1)N1CCN(C(=O)C2CC2)CC1 | i | 0.5 | 1.4%[50 µM]
CCc1nc2ccccc2c(C(=O)OCC(=O)N(CC(C)C)c2c(N)n(Cc3ccccc3)c(=O)[nH]c2=O)c1C | i | 0.6 | 1.0%[50 µM]
COc1ccccc1Nc1nc(N2CCCC2)nc(N2CCOCC2)n1 | i | 1.8 | 0.2%

Five compounds out of the list, arranged by SMILES length, rising:
SMILES | Myeloid diff 2 | Myeloid diff 2 GFP+ MAC1+ % | K1F lysis inhibition
O=C(c1cccc(O)c1)N1CCN(C(=O)C2CC2)CC1 | i | 0.5 | 1.4%[50 µM]
COc1ccccc1Nc1nc(N2CCCC2)nc(N2CCOCC2)n1 | i | 1.8 | 0.2%
CCN1CCN(S(=O)(=O)c2ccc(OC)c3ccccc23)CC1 | i | 0.1 | 0.3%
COc1ccc(/C=C/C(=O)c2ccc([N+](=O)[O-])o2)cc1 | ? | · | -1.2%
CCc1nc2ccccc2c(C(=O)OCC(=O)N(CC(C)C)c2c(N)n(Cc3ccccc3)c(=O)[nH]c2=O)c1C | i | 0.6 | 1.0%[50 µM]

Remaining list, next part:
SMILES | Myeloid diff 2 | Myeloid diff 2 GFP+ MAC1+ % | K1F lysis inhibition
Cc1nn(CC(=O)NCCC2=CCCCC2)c(C)c1[N+](=O)[O-] | i | 0.5 | 0.4%[50 µM]
Cc1ccc(S(=O)(=O)N2CCCC2CNC(=O)C(=O)NC2CCCC2)cc1 (stereo unspecified) | i | 0.1 | 0.7%[50 µM]
O=C(Nc1ccc2c(c1)OCCO2)c1cnc2ccccn2c1=O | i | 0.8 | 0.3%
O=C(CCNC(=O)c1ccccc1Cl)Nc1cccc(S(=O)(=O)N2CCOCC2)c1 | i | 0.9 | 0.2%[50 µM]
CCN1C[C@@H]2[C@@H]3C(=O)N(Cc4ccccc4)C(=O)[C@@H]3[C@](CC)(C(=O)OC)N2C1=NC1CCCCC1 | i | 1.8 | 0.1%
O=C(CCNC(=O)c1ccccc1Cl)NN1C(=O)NC2(CCCCC2)C1=O | i | 1.0 | 0.8%[50 µM]
OCC[C@H]1C[C@H](O)[C@@H](O)[C@@]2(CCCc3ccccc3O2)O1 | i | 2.0 | 1.3%
Cc1ccc2nc(-c3cccc(-c4cccc(Cl)c4)c3)c(NCc3ccccc3)n2c1 | i | 2.1 | 4.6%
O=C(C=C(C(=O)c1ccccc1)c1ccccc1)c1ccccc1 | i | 0.7 | -0.8%
Cc1ccccc1-c1nnc(SCC(=O)NC2CCCC2)n1C | i | 0.6 | 1.4%[50 µM]
Cc1ccc(NC(=O)Cn2cc(C(F)(F)F)cc(Cl)c2=O)cc1S(=O)(=O)N1CCCCC1 | i | 0.0 | 0.8%[50 µM]
C[C@@H]1CN([C@@H](C)CO)C(=O)c2cc(N(C)C)ccc2O[C@@H]1CN(C)Cc1ccncc1 | i | 0.9 | 1.5%
CC(Sc1n[nH]c(-c2cccs2)n1)C(=O)Nc1ccccc1F (stereo unspecified) | i | 0.5 | 0.2%[50 µM]
Cc1c(NC(=O)COc2cccc(F)c2)c(=O)n(-c2ccccc2)n1C | i | 0.6 | 1.0%[50 µM]
COc1cc(OC)cc(-c2c(-c3cccs3)c3cc(-c4cccc5[nH]ccc45)ccc3n2C)c1 | i | 1.3 | 0.3%
COc1ccc(S(=O)(=O)N2CCCCCC2)cc1C(=O)OCC(=O)NC1CCS(=O)(=O)C1 (stereo unspecified) | i | 0.1 | 0.3%[50 µM]
O=C(c1ccc(OC(F)(F)F)cc1)c1ncc[nH]1 | i | 0.6 | 0.3%
CCC(=O)N(c1nnc(SCC(=O)c2ccc[nH]2)s1)C1CC1 | i | 1.3 | 0.9%
CCCCN(C(=O)c1ccc(N2CCCC2=O)cc1)c1c(N)n(CCC)c(=O)[nH]c1=O | i | 0.3 | 0.7%[50 µM]
CC(CNC(=O)COC(=O)c1ccco1)c1ccccc1 (stereo unspecified) | i | 1.2 | 0.8%[50 µM]
Cc1ccc(C(=O)c2c3ccc(C(F)(F)F)cc3[n+]([O-])n2CCCN)cc1 | i | 1.7 | 14%
O=C(Oc1ccc(Oc2ccccc2)cc1)N1CCC(O)CC1 | i | 0.6 | 0.0%
N#Cc1ccc(S(=O)(=O)NCCc2ccncc2)cc1 | i | 1.2 | -0.2%
O=C(CN1C(=O)NC2(CCCC2)C1=O)OCc1cccc(Br)c1 | i | 0.6 | 0.7%[50 µM]
CCNC(=O)Nc1cc(S(=O)(=O)Nc2ccc(OC)cc2)ccc1N1CCOCC1 | i | 0.2 | 0.6%[50 µM]
CCOc1cccc(C2CC(=O)Nc3cc(OC)c(OC)cc32)c1 (stereo unspecified) | i | 0.2 | 0.0%
O=C(NCc1ccccc1)C1=C[C@@H](C2CCCCC2)C[C@@H](OCCCCO)O1 | i | 1.2 | 0.9%
CCN1CCN(c2nc(-c3ccccc3)c3ccccc3n2)CC1 | i | 0.5 | 0.8%
O=C(CCNC(=O)c1ccccc1Cl)NCC(c1ccc(F)cc1)N1CCOCC1 (stereo unspecified) | i | 0.5 | 0.4%[50 µM]
COc1ccc(Br)cc1C(=O)Nc1ccccc1N1CCCC1 | i | 0.3 | 0.7%
Cc1cc(C)c(S(=O)(=O)c2ccc(Cl)cc2)c(=O)[nH]1 | i | 0.8 | 0.0%
CC[C@]12c3[nH]c4cc(CCC(=O)N(C)C)ccc4c3CCN1C(=O)[C@@H](CC(=O)NCc1ccc(OC)c(OC)c1)C[C@@H]2C(=O)N1CCN(C(=O)C2CC2)CC1 | i | 0.5 | 0.1%
COc1cccc(NC(=O)CN(C)C(=O)c2ccc3c(c2)S(=O)(=O)N=C2CCCCCN23)c1 | i | 1.0 | 1.3%[50 µM]
Cc1ccc([C@H]2C(C(=O)O)=CC[C@@H](c3ccc(C)cc3)N2S(=O)(=O)c2ccccc2C)cc1 | i | 0.3 | 0.0%
CCCCC(CC)C(=O)Nc1cc(C(=O)NCc2ccc(C)cc2)ccc1N1CCC2(CC1)CC(c1cccc(Br)c1)=NO2 (stereo unspecified) | i | 2.7 | 0.4%
COc1ccc(-c2ccc(OC)c(OC)c2OC)c(OC)c1OC | i | 0.8 | -0.7%
O=C(Cc1ccc(F)cc1)Nc1cccc(S(=O)(=O)N2CCCC2)c1 | i | 0.6 | 2.6%[50 µM]
O=C(Nc1ccccc1)[C@@H]1CC=C[C@@H]2CCN(Cc3ccccc3)C(=O)[C@@H]21 | i | 1.2 | 0.6%
Cc1ccn2c(C(=O)N/N=C\c3ccccc3[N+](=O)[O-])c(C)nc2c1 | + | 13* | -0.9%
Cc1ccc(C(C)C)c2oc(=O)cc(-c3ccc(-c4ccc(C(F)(F)F)cc4)cc3)c12 | i | 1.5 | 0.3%
CCOC(=O)C1=C(COC(=O)c2cccc(N(C)C)c2)NC(=O)NC1C (stereo unspecified) | i | 0.6 | 1.4%[50 µM]
Cc1nn(CC(=O)NC2CC2)c(C)c1S(=O)(=O)NC(C)(C)C | i | 0.2 | 1.5%
O=C(NNCc1ccccc1)c1ccccc1 | i | 0.5 | 1.9%
CN(C(=O)COC(=O)c1ccc2c(c1)OCCO2)C1CCCCC1 | i | 0.2 | 1.2%[50 µM]
COc1ccc(C(=O)NCC(c2ccco2)N2CCc3ccccc32)cc1OC (stereo unspecified) | i | 0.6 | -0.6%[50 µM]
CCN(CC(=O)Nc1ccc(OC)cc1)C(=O)Cc1ccc(OC)c(S(=O)(=O)N2CCOCC2)c1 | i | 0.2 | -0.3%[50 µM]
Cc1cc(C(=O)Nc2ccc(Cl)c(S(=O)(=O)N3CCOCC3)c2)c2ccccc2n1 | i | 0.2 | 0.4%[50 µM]
Cc1ccc(S(=O)(=O)Nc2cccc3c2O[C@H](CN(C)Cc2ccccc2)[C@@H](C)CN([C@H](C)CO)C3=O)cc1 | i | 1.2 | 0.2%
COc1ccc(CN(C2CC2)S(=O)(=O)c2ccccc2Br)cc1 | i | 1.8 | 0.1%
COc1cccc(C(=O)NCCS(=O)(=O)NCc2ccccn2)c1 | i | 0.8 | 0.7%[50 µM]
(cont.)
SMILES | Myeloid diff 2 | Myeloid diff 2 GFP+ MAC1+ % | K1F lysis inhibition
CC(C)=NOc1nc(NC(=O)NS(=O)(=O)c2ccccc2Cl)nc(N(C)C)n1 | i | 0.9 | -2.5%
NC(=O)CC(NC(=O)Cc1ccc(Br)cc1)c1ccc(NCCN2CCCCC2)c([N+](=O)[O-])c1 (stereo unspecified) | i | 0.6 | 0.0%
Cc1nc(-c2ccc(Cl)cc2)sc1C1(C)CC(c2ccccc2Br)=NO1 (stereo unspecified) | i | 1.4 | 0.9%
CC(=O)NC(c1cccs1)c1cc(Cl)c2ccccc2c1O (stereo unspecified) | i | 1.2 | 0.3%
CCc1cc(=O)[nH]c(SCC(=O)Nc2cc(C)on2)n1 | i | 0.8 | 0.5%[50 µM]
COc1cc([C@H]2OC[C@H]3[C@@H]2CO[C@@H]3c2ccc(O[C@H]3O[C@H](CO)[C@@H](O)[C@H](O)[C@H]3O)c(OC)c2)ccc1O[C@@H]1O[C@H](CO)[C@@H](O)[C@H](O)[C@H]1O | i | 2.0 | 1.5%
COc1ccc(-c2coc(CCC(=O)N3CCN(c4cc(C)ccc4C)CC3)n2)cc1 | i | 0.8 | 0.1%
CN(Cc1ccco1)C(=O)CN1C(=O)NC(c2ccccc2)(c2ccccc2)C1=O | i | 1.2 | 0.3%[50 µM]
O=C(Nc1cccc(S(=O)(=O)N2CCCCC2)c1)C1=NN(c2ccccc2)C(=O)CC1 | i | 0.3 | 0.2%[50 µM]

Some entries already given, limited to K1F lysis inhibition:
SMILES,K1F lysis inhibition
COc1ccc(-c2coc(CCC(=O)N3CCN(c4cc(C)ccc4C)CC3)n2)cc1,0.1%
CN(Cc1ccco1)C(=O)CN1C(=O)NC(c2ccccc2)(c2ccccc2)C1=O,0.3%[50 µM]
CC(=O)NC(c1cccs1)c1cc(Cl)c2ccccc2c1O (stereo unspecified),0.3%
COc1cc([C@H]2OC[C@H]3[C@@H]2CO[C@@H]3c2ccc(O[C@H]3O[C@H](CO)[C@@H](O)[C@H](O)[C@H]3O)c(OC)c2)ccc1O[C@@H]1O[C@H](CO)[C@@H](O)[C@H](O)[C@H]1O,1.5%

Assay outcomes from PubChem.
